Compound activity: PubChem, Broad Institute
SIRT5 inh: SIRT5 desuccinylase inhibitors, primary screen, biochemical, fluorescence imaging, single point, set 5 | Purified SirT5, succinyl-peptide AMC, trypsin-coupled fluorescence | inhibition, % at 15 µM | 330,000 compounds, 1.1% hits | AID 652115, 2013; in the data active = inhibition above about 15%; inconclusive = no clear call, values can overlap the other calls
C2C12 statin: suppressors of statin myotoxicity in C2C12 myotubes, primary screen, cell-based, single point, plate reader | C2C12 myotubes + simvastatin, ATP luminescence, 48 h; scaled: DMSO 0, geranylgeraniol control 100 | rescue of ATP level, % at 7.49 µM | 330,000 compounds, 0.78% hits;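 active = mean ATP rescue above about 67%, or every replicate alone reaching that limit, limit read from the data, passing the limit was not always enough; inconclusive = no clear call, values can overlap the other calls; inactive = mean under the limit and some replicate under it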;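 note: myotubes were challenged with 10 µM simvastatin during compound exposure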
PGC1a acetyl inh: inhibitors of PGC1a acetylation signal, primary screen, cell-based, U2OS, AlphaScreen, inhibitor mode | AlphaScreen anti-acetyl-lysine; with virally co-expressed GCN5 acetyltransferase | inhibition, % at 15.6 µM | 350,000 compounds, 0.17% hits | AID 651687, 2012;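 active = every replicate shows inhibition of at least 40%; inconclusive = mean inhibition at least 40% but some replicate below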;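 note: 0% = neutral control wells and 100% = positive control wells; some results beyond the cut were filed as inactive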
S100A4 inh HTS: inhibitors of S100A4-myosin IIA peptide binding, primary screen, biochemical, fluorescence polarization, TAMRA-MyoIIA peptide; Protein S100-A4 (Homo sapiens), P26447; inhibition, % at 10.7 µM; 360,000 compounds, 0.14% hits; AID 652163, 2013;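 active = mean inhibition of at least 70% across replicates, with every replicate also reaching that level; inconclusive = mean inhibition reaches 70% but some replicates fall short; inactive = mean inhibition below 70%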
Target sequence (P26447 whole entry, looked up): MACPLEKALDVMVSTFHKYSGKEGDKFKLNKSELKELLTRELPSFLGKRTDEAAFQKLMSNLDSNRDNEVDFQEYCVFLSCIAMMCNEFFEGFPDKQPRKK
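assay system = human S100A4 monomer with TAMRA-labelled myosin IIA peptide | also added = labelled myosin peptide probe, 5 nM | incubation = 5 min between mix addition and reading | control set = DMSO and TFP controls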
Cneo AK release: Cryptococcus neoformans cell lysis inducers, primary screen, AK release luminescence, single concentration | C. neoformans lysis, adenylate kinase release luminescence, 4 h; normalised: neutral wells 0, clomiphene wells 100 | lysis activity, % at 15 µM | 360,000 compounds, 0.2% hits | AID 651654, 2012;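 active = mean lysis activity across replicates of at least 80%, whatever share of replicates individually reach that level; inactive = mean lysis activity below 80%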
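Test system: log-phase Cryptococcus neoformans yeast cells; Quantity: yeast cell density of 5 × 10^6 cells/mL; Buffer or medium: YPD; Doses: single compound concentration per well; Timing: 4 h at 37 °C static, read 1 h later; Measured by: AK luminescence; Read-out basis: lysis from increased AK signal; Control set: Clomiphene as positive control.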
ERAP1 inh: human ERAP1 aminopeptidase inhibitors, primary screen, biochemical, single point, plate reader; recombinant ERAP1, Leu-AMC fluorescence, 60 min; 340,000 compounds, 0.15% hits; inhibition, % at 10.7 µM;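 active = mean replicate inhibition of at least 30%, or all replicates individually reaching that 30% level; inactive = mean below 30% and not every replicate reaching it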;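 note: 0% = neutral control wells and 100% = L-leucinethiol positive control wells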
Target sequence (Q9NZ08 whole entry, looked up): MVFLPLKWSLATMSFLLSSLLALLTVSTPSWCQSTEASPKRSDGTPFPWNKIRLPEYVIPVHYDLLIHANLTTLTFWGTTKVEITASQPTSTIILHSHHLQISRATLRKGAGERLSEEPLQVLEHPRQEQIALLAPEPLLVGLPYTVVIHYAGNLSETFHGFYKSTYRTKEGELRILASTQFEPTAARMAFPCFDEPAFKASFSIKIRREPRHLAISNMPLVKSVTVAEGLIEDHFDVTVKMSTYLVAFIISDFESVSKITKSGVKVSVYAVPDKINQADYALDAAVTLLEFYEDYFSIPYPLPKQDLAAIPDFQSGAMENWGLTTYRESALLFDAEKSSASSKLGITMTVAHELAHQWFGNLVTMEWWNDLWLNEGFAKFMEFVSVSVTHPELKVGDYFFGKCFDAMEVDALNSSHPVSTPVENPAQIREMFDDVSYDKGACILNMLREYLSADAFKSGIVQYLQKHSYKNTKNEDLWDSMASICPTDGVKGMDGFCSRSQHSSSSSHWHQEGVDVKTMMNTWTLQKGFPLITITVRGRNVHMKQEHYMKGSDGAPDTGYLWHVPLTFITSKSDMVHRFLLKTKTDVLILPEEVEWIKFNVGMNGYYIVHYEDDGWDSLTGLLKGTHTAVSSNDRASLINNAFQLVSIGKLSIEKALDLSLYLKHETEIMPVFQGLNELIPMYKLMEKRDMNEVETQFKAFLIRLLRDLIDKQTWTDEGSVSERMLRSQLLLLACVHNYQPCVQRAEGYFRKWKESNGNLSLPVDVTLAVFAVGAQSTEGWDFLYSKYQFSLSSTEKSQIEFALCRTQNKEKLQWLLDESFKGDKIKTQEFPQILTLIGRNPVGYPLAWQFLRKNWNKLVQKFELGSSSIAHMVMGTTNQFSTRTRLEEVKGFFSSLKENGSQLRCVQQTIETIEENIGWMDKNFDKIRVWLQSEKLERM
XiGFP reactiv: activators of inactive X chromosome reactivation, primary screen, imaging, XiGFP fibroblasts, GFP high-content imaging, set 2 | XiGFP mouse fibroblasts, % GFP-positive cells imaging, 3 d; cells co-treated with 5-aza-dC sensitizer; scaled so ellipticine positive control = 100% | 360,000 compounds, 0.055% hits | activation, % at 7.58 µM;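 active = mean normalized replicate activation at least 10% and every replicate at or above 10%; inconclusive = only one of the two criteria met; inactive = mean below 10% and not all replicates reach 10%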;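 note: 0% = median of on-plate neutral control wells and 100% = ellipticine 6 µM median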
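System: 68-5-11 XiGFP fibroblast line; Timing: 3 days compound exposure; Compound dosing: one concentration, pinned; Benchmarks: positive control ellipticine, 6 µM final; Buffer or medium: DMEM containing 5-aza-dC.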
LGR2 antag: inhibitors of bursicon-induced LGR2 CRE-luciferase signal, primary screen, cell-based, HEK293, CRE-luciferase reporter, bursicon stimulation; Drosophila bursicon receptor LGR2 (rickets); bursicon-stimulated, 4 h; inhibition, % at 9.99 µM; 380,000 compounds, 0.35% hits; AID 720647, 2013;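 active = drop in luminescence signal, shown as inhibition above about 50% in the replicate tests, limit read from the data, passing the limit was not always enough; inconclusive = probably only some replicates passing the limit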;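 note: agonist challenge used bursicon conditioned medium at about half maximal strength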
* marks the source's active call; other numbers are inactive results; u = inconclusive; x = no result given; & = joins results of further samples. Not all compounds are listed; count on the stated rates, not on these rows.

SMILES	SIRT5 inh	C2C12 statin	PGC1a acetyl inh	S100A4 inh HTS	Cneo AK release	ERAP1 inh	XiGFP reactiv	LGR2 antag
CCCCCCCCNCCS(=O)(=O)NC1CCCCC1	x	-6.0	x	-3.1	-2.5	x	0.0	1.8
CC(=O)Nc1cccc(NC(=O)c2cc(C)on2)c1	-1.7	-37.9	-3.7	0.4	-0.7	-2.3	x	-6.9
Cc1ccc(C2(c3ccccc3)NC(=O)N(CC(=O)NC3(C#N)CCCC3)C2=O)cc1C (configuration not stated)	-5.1	9.5	x	-8.0	0.7	-4.2	0.2	3.0
O=C(Cc1ccc(Cl)cc1)Nc1ccccc1C(=O)Nc1ccc(C(=O)O)cc1	-6.7	x	x	-8.2	x	-55.5	-0.1	-0.1
CN(C)S(=O)(=O)c1cccc(N=C2NN=C(c3ccccc3)CS2)c1	-2.6	x	x	-4.5	x	-0.2	1.5	11.3
COc1ccccc1N1CCN(C(=O)c2ccc(N(C)S(=O)(=O)c3ccccc3)cc2)CC1	-2.4	-9.0	-16.4	-2.9	-1.1	0.4	0.0	10.1
CCOC(=O)c1sc(NC(=O)Cn2nnc3sc4c(c3c2=O)CCC(C(C)(C)C)C4)nc1C (configuration not stated)	0.1	x	1.6	-1.8	3.4	-0.6	1.5	-22.2
C[C@@H]1CCCCO[C@H](CN(C)C(=O)CCCN(C)C)[C@@H](C)CN([C@H](C)CO)C(=O)c2cc(NS(=O)(=O)c3cn(C)cn3)ccc2O1	-17.8	x	-15.2	-12.4	-2.7	-1.5	-1.3	-11.3
Cc1ccccc1-c1nc(P(=O)(c2ccccc2)c2ccccc2)c(N2CCOCC2)o1	1.9	x	x	2.0	x	4.0	-0.2	5.6
CC(C)NC(=O)Nc1ccc2c(c1)C(=O)N(C)[C@@H]1CC[C@H](CC(=O)Nc3ccccc3)O[C@@H]1CO2	0.7	-0.4	-1.8	13.1	-2.9	-2.1	0.3	-7.9
C[C@H]1CN([C@@H](C)CO)C(=O)c2cc(NS(=O)(=O)c3cccs3)ccc2O[C@@H]1CN(C)S(=O)(=O)c1cn(C)cn1	4.6	-10.8	7.2	-14.9	1.1	-1.7	-0.8	0.8
CCC(C)(C)n1nnnc1C(c1ccccn1)N1CCN(c2cccc(OC)c2)CC1 (configuration not stated)	x	3.3	-10.5	x	-0.3	x	x	6.3
Cc1ccc(OCC(=O)NN=C2C3CC4CC(C3)CC2C4)cc1	-7.6	-3.4	-5.6	-0.9	-2.2	-3.9	-0.1	0.8
C[C@@H]1CN([C@@H](C)CO)C(=O)c2cc(NC(=O)Nc3ccccc3)ccc2O[C@@H](C)CCCCO[C@@H]1CN(C)C(=O)CCC(F)(F)F	2.7	x	4.1	0.5	0.5	-3.1	0.2	0.0
Cc1ccc(S(=O)(=O)NC2CCCCC2)cc1C(=O)N1CCC(C(N)=O)CC1	-5.5	3.8	6.5	-1.9	2.0	-2.6	0.2	16.1
CN(C)c1nnnn1Cc1ccccc1	-6.2	x	x	2.7	x	0.7	0.0	20.4
O=C(CCN1CCCCC1)c1cccc(Cl)c1	-0.5	x	x	0.8	x	1.4	-0.1	8.5
C[C@H]1CN([C@@H](C)CO)S(=O)(=O)c2ccc(C#Cc3cccc(F)c3)cc2O[C@H]1CN(C)C	-2.9	-25.7	-38.9	5.3	4.0	1.0	-0.6	-1.7
O=C(Nc1nccs1)[C@H]1[C@H](CO)[C@H]2Cn3c(cccc3=O)[C@H]2N1C(=O)C1CCCCC1	0.0	15.3	x	-31.0	-2.3	-0.8	0.7	12.2
Cc1cccc(N2CCN(c3ccc(N4C(=O)CCCC4=O)cc3[N+](=O)[O-])CC2C)c1 (configuration not stated)	x	8.5	2.1	x	-1.5	x	0.3	-4.1
CCCCCCCCS(=O)CCC(=O)O (configuration not stated)	2.4	x	-1.7	0.0	x	3.7	0.0	16.2
O=C(CCNS(=O)(=O)c1cccs1)N1CCN(c2ccc(F)cc2)CC1	-10.0	12.0	x	-4.3	0.4	4.8	0.1	3.4
Cc1ccc(-c2csc(Nc3ccc(S(N)(=O)=O)cc3)n2)o1	-2.9	x	2.3	-5.4	x	1.5	0.0	-9.1
CN(C)CCCNC(=O)C[C@H]1CC[C@H]2[C@H](COc3ccc(NC(=O)c4ccc5c(c4)OCO5)cc3C(=O)N2C)O1	-6.5	12.9	-0.7	u	-4.2	x	0.1	-15.6
FC(F)(F)c1cccc(Cn2nnnc2-c2cccc(C(F)(F)F)c2)c1	x	-6.6	-5.1	x	10.2	x	x	4.7

Limited to Cneo AK release and LGR2 antag, for some of the entries so far:
compound | Cneo AK release | LGR2 antag
O=C(Nc1nccs1)[C@H]1[C@H](CO)[C@H]2Cn3c(cccc3=O)[C@H]2N1C(=O)C1CCCCC1 | -2.3 | 12.2
COc1ccccc1N1CCN(C(=O)c2ccc(N(C)S(=O)(=O)c3ccccc3)cc2)CC1 | -1.1 | 10.1
CN(C)c1nnnn1Cc1ccccc1 | x | 20.4

Quoted at random: three entries already listed
SMILES	SIRT5 inh	C2C12 statin	PGC1a acetyl inh	S100A4 inh HTS	Cneo AK release	ERAP1 inh	XiGFP reactiv	LGR2 antag
O=C(Cc1ccc(Cl)cc1)Nc1ccccc1C(=O)Nc1ccc(C(=O)O)cc1	-6.7	x	x	-8.2	x	-55.5	-0.1	-0.1
Cc1ccc(OCC(=O)NN=C2C3CC4CC(C3)CC2C4)cc1	-7.6	-3.4	-5.6	-0.9	-2.2	-3.9	-0.1	0.8
C[C@@H]1CCCCO[C@H](CN(C)C(=O)CCCN(C)C)[C@@H](C)CN([C@H](C)CO)C(=O)c2cc(NS(=O)(=O)c3cn(C)cn3)ccc2O1	-17.8	x	-15.2	-12.4	-2.7	-1.5	-1.3	-11.3

(listing goes on)
SMILES	SIRT5 inh	C2C12 statin	PGC1a acetyl inh	S100A4 inh HTS	Cneo AK release	ERAP1 inh	XiGFP reactiv	LGR2 antag
Cc1ccc(C2(c3ccccc3)NC(=O)N(CC(=O)NC3CCCCC3)C2=O)cc1C (configuration not stated)	0.9	-23.4	0.0	-9.4	0.7	-3.2	-0.1	6.9
C[C@H]1CN([C@@H](C)CO)C(=O)CCCn2cc(nn2)CO[C@@H]1CN(C)C(=O)c1ccc(N2CCN(C)CC2)cc1	0.7&-8.7&1.0	-2.4&-0.8&-1.5	9.0&4.1&1.4	-0.7&2.4&-2.7	47.6&-16.9&0.9	-3.8	-0.1&0.1	-2.5&-11.6
CCN1CCc2c(OCC(=O)N3CCc4ccccc43)cccc2C1=O	-3.1	x	x	5.9	x	-2.0	0.0	8.4
Cn1cnc2ncnc(Oc3ccc(Br)cc3)c21	x	1.3	12.3	2.4	-1.2	-0.3	0.0	3.4
COc1ccc(/C=C2\C(=O)NC(=O)c3ccccc32)cc1OC	x	x	x	1.8	x	11.5	0.0	-11.8
CN(C(=O)c1cccc(NC(=O)C2CCCN(C(=O)OC(C)(C)C)C2)c1)C1CCCC1 (configuration not stated)	x	30.0	x	-2.5	0.5	-2.2	0.1	-7.3
CC(=O)c1c(C)[nH]c(C(=O)Nc2ccc(C)cc2Br)c1C	-4.0	-5.2	2.0	-3.7	-1.5	1.8	0.0	-70.7
CCCOc1ccc(CSc2n[nH]c(C)n2)cc1	-5.0	x	6.0	21.6	-4.4	1.2	-0.1	-17.3
CC(C)(C)c1ccc(/C=C(\C#N)C(=O)NC2CC2)cc1	-5.0	x	-0.5	13.7	-6.1	1.4	0.0	-50.2
Cn1cnc(S(=O)(=O)N2CC[C@@H]3[C@H](CO)Nc4ccc(C#Cc5ccc(F)cc5)cc4[C@@H]32)c1	3.4	-47.8	4.4	13.1	-0.6	-2.1	0.4	-7.6
COc1ccccc1CNC(=O)COC(=O)Cc1cccc(F)c1	-2.9	11.9	6.9	-0.9	1.4	-1.1	0.0	5.5
CCOC(=O)C1CSCCS(=O)(=O)N1Cc1ccc(F)cc1F (configuration not stated)	0.7	x	x	5.5	x	-1.2	-0.1	-0.7
COC(=O)C[C@H]1C=C[C@H](NC(=O)c2ccccc2)[C@H](CO)O1	-1.8	0.3	-2.7	3.6	11.3	0.5	-0.1	2.3
O=C(CCc1c[nH]c2ccccc12)N1CCN(c2ccc(F)cc2)CC1	-0.9	10.4	x	10.4	0.8	-0.1	0.5	x
CCc1ccc([C@@H]2CC=C(C(=O)O)[C@H](c3ccc(Br)cc3)N2S(=O)(=O)c2ccc(C)cc2)cc1	11.5	21.6	10.2	2.5	-6.9	x	0.1	4.6
COC(=O)c1ccc(C2C(Oc3ccccc3)C(=O)N2CCc2ccc(F)cc2)cc1 (configuration not stated)	3.3	-9.5	-11.1	-13.2	0.9	-2.7	x	-2.8
CCOc1ccc(C2C(C#N)=C(N)Oc3cc(C)[nH]c(=O)c32)cc1OC (configuration not stated)	-1.6	0.6	-8.1	1.8	0.6	-1.8	-0.1	-9.8
Cc1ccnc(NC(=O)Nc2ccc3c(c2)N(C)C(=O)CS3)c1	x	x	-20.7	x	13.1	x	0.1	11.2
O=C(COC(=O)Cc1ccsc1)Nc1ccc(F)cc1Cl	-3.8	2.8	4.8	-0.7	x	-1.9	0.4	-3.5
NC(=O)Cc1nc(-c2ccc(F)cc2)cs1	1.5	-9.5	3.3	0.0	x	3.7	0.5	-2.5
COc1ccc(NC(=O)CSc2nc3c(c(=O)n(C)c(=O)n3C)n2C)c(OC)c1	-4.1	12.1	x	-1.5	1.0	-0.9	0.0	48.7
CC1=C(C(=O)OCC(C)C)C(c2ccccc2Cl)NC(=O)N1C (configuration not stated)	1.4	23.6	-7.2	-3.8	-7.4	4.8	0.0	5.3
O=C1NC(=O)/C(=C/C(=O)N2CCOCC2)S1	9.2	-0.9	2.9	-2.4	-0.8	-2.2	0.6	10.3
C[C@H]1CN([C@@H](C)CO)C(=O)c2cccc(NC(=O)c3cnccn3)c2O[C@@H]1CN(C)S(=O)(=O)c1cccs1	0.5	x	-1.5	-0.8	0.3	-0.5	-1.1	4.6
C[C@H](CO)N1C[C@H](C)[C@@H](CN(C)C(=O)C2CCCCC2)OCCCC[C@H](C)Oc2ccc(N(C)C)cc2C1=O	x	1.2	-0.2	x	x	x	-0.3	14.0
CO[C@@H]1CN(C)C(=O)c2cc(NC(=O)C3CC3)ccc2OC[C@@H](C)N(Cc2cc(F)ccc2F)C[C@H]1C	x	8.4	2.3	24.1	-2.2	-1.9	-0.2	-3.0
O=C(Cc1ccncc1)NCC[C@H]1CC[C@H](NC(=O)C2CCC2)[C@H](CO)O1	1.9	4.6	7.5	8.9	-4.6	-0.9	0.2	-3.0
